KB-V1 MDR tox: kills drug-selected multidrug resistant KB-V1 cells; actives 3.4% (n = 400,000); KB-V1 MDR cells viability, CellTiter-Glo, 72 h; Potency, µM (doses to about 46.1 µM), for inactives: at the highest dose activity change, negative = cytotoxicity, actives largely listed as cytotoxic; note: % is set by controls: 0 for no effect and ±100 for the full control effect; nearly all actives have a fitted effect of over 60% in size
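Compound-treated KB-V1 multidrug-resistant cells, 72 h, 37 degrees C; viability by CellTiter-Glo. Fitted qHTS curves give the values.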
GLP-1R agonist: agonists of human GLP-1 receptor | HEK293 GLP-1R CRE-luciferase, luminescence, 4-6 h; cells express a hypersensitive GLP-1R form | actives 0.007% (n = 380,000) | AID 624172 | Potency, µM (top dose mostly 45.6 µM), inactives show at the top dose activation, usual class: activators; note: % of control where 0% means no effect
Target sequence (P43220 whole entry, looked up): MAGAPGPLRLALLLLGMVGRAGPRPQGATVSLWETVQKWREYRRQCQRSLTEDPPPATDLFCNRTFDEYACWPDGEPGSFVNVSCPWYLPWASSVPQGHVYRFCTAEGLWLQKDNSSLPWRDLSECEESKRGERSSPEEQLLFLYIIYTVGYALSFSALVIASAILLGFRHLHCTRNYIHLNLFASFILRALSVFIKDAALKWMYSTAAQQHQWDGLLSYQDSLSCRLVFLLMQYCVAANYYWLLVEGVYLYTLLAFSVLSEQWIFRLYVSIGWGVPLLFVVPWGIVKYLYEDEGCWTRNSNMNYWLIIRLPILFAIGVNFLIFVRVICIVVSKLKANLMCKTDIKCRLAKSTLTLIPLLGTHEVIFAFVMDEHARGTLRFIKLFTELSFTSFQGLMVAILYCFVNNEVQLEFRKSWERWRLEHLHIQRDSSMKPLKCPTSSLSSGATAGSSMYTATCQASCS
SW480 rereplic: induces DNA re-replication in SW480 colon adenocarcinoma cells. SW480 DNA re-replication, Hoechst DNA content imaging, 48 h. Potency, µM (top dose mostly 46.1 µM), inactives show at the top dose re-replication activation, hits mostly activators. actives 1.8% (n = 340,000); note: % of control where 0% means no effect; nearly all actives have a fitted effect of over 55% in size
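Cells (250 per well) received 23 nL compound or DMSO by pin tool and were kept 48 hr at 37 C, 5% CO2. Nuclei were then stained with Hoechst for 40 min and scanned for DNA content.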
TDP-43 yeast inh: TDP-43 toxicity inhibition in yeast. TDP-43 expressing yeast growth rescue, BacTiter-Glo, 24 h. Potency, µM (top dose mostly 46.1 µM), inactives show at the highest dose growth rescue (activation), most hits filed as activators. actives 1.8% (n = 410,000). AID 652104; note: % of control where 0% means no effect; nearly all actives have a fitted effect of over 50% in size
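Yeast cells expressing TDP-43 under galactose induction are exposed to compounds for 24 hr at 30 deg C. BacTiter-Glo luminescence measures growth, so protective compounds score as activators.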
KB-3-1 tox: KB-3-1 parental cell cytotoxicity; KB-3-1 viability, CellTiter-Glo ATP luminescence, 72 h; Potency, µM (highest dose often 46.1 µM), inactives show at the top dose activity change, negative = cytotoxic, actives largely listed as cytotoxic; actives 1.4% (n = 400,000); AID 1347075; note: % is set by controls: 0 for no effect and ±100 for the full control effect; nearly all actives have a fitted effect of over 60% in size
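Screening of KB-3-1 cells (DMEM, 10% FBS, phenol-red free) ran from lowest to highest compound concentration; after 72 h at 37 °C viability was read luminescently and curves fitted.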
GLP1R inv ag: acts as inverse agonist at human GLP-1 receptor; HEK293 GLP-1R CRE-luciferase, luminescence, 24 h; GLP-1R form is constitutively active; Potency, µM (highest dose often 38.3 µM), without a hit: at the top dose activity change, negative = inhibition, most hits filed as inhibitors; P43220; actives 1.6% (n = 410,000); note: % is set by controls: 0 for no effect and ±100 for the full control effect; nearly all actives have a fitted effect of over 55% in size
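Inverse agonism was detected as reduced cAMP-driven luciferase luminescence after 24 h compound treatment. The cells were HEK293 clones expressing constitutively active human GLP-1R with the reporter. Reporter-only and GPR119 cell lines served as counterscreen controls.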
GLP1R cytotox: cytotoxicity counter-screen for GLP-1 receptor inverse agonists. HEK293 cAMP-luciferase reporter cells, luminescence, 24 h. Potency, µM (titrated, usually from 38.3 µM), for the others: top-dose activity change, negative = inhibition, actives largely listed as inhibitors. actives 0.13% (n = 410,000). AID 624418;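 note: loss of luciferase light is scored as toxicity; % is set by controls: 0 for no effect and ±100 for the full control effect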
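Seeding density was 200 cells/uL; after overnight-length (12 h) culture, 23 nL compounds went on for 24 h at 37 °C. Readout used a luciferase detection reagent, luminescence taken after 12 min at room temperature.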
HT1080 IDH1KD tx: kills HT-1080 cells with IDH1 knockdown. HT-1080 IDH1 knockdown viability, ATP luminescence, 48 h. Potency, µM (series often up to 46.1 µM), without a hit: at the top dose activity, negative = toxicity, actives largely listed as cytotoxic. actives 2% (n = 360,000). AID 686971;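 note: 0% = DMSO wells and -100% = cell-free medium wells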
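% activity derives from luminescence (CellTiter-Glo), normalised to DMSO and no-cell wells. HT-1080-IDH1KD cells, 750/well, had 48 h compound exposure at 37 °C.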
HT1080-NT tox: kills 2HG-producing HT-1080-NT fibrosarcoma cells. HT-1080-NT fibrosarcoma viability, CellTiter-Glo ATP luminescence, 48 h. Potency, µM (top dose mostly 46.1 µM), without a hit: at the highest dose activity, negative = less viability, hits mostly cytotoxic. actives 1.6% (n = 360,000);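 note: NT is the 2HG producing partner of a matched IDH1 knockdown line; 0% = DMSO-treated cells and -100% = media-only wells without cells; nearly all actives have a fitted effect of over 55% in size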
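Viability of the 2HG-overproducing fibrosarcoma line after 48 hours of compound exposure at 37 degrees C was determined by luminescence with CellTiter-Glo, and concentration-effect curves were then fitted and categorized.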
Active calls of the source: *; ? = inconclusive; . = no result given; & = joins results of further samples; [ ] = dose if it differs, or a comment. Calls come from the whole dose curve; as a rule, active = well fitted curve in the direction sought with a large enough effect; inconclusive = small, poorly fitted or top-dose-only effect, or another doubt; inactive = no such curve, though single readings can be large; an effect the other way counts as inactive or inconclusive. Potency is the fitted concentration of half-maximal effect.

Molecule,KB-V1 MDR tox,GLP-1R agonist,SW480 rereplic,TDP-43 yeast inh,KB-3-1 tox,GLP1R inv ag,GLP1R cytotox,HT1080 IDH1KD tx,HT1080-NT tox
NC(=O)C1CCN(c2nc(-c3ccc4c(c3)OCCO4)cs2)CC1,0%,-3%,-5%,.,19%,.,.,.,.
Cc1csc(SC(C)C(=O)Nc2ccc3c(c2)OCCO3)n1 (stereo not given),4%,6%,-2%,13%,0%,0%,1%,11%,9%
CCN1CCN(Cc2nc3c(c(=O)n(C)c(=O)n3C)n2CCc2ccccc2)CC1,-5%,-3%,5%,0%,0%,4%,0%,-1%,20%
COc1cccc(NC(=O)c2ccc3c(O)c(S(=O)(=O)c4ccccc4)c(=O)[nH]c3c2)c1,10%,-2%,17%,13%,1%,-12%,2%,6%,4%
CS(=O)(=O)NN1C(=O)c2ccccc2NC1c1cccc2cccnc12 (stereo not given),3%,5%,-5%,0%,21%,9%,1%,-7%,-6%
COc1ccccc1CN1C[C@@H]2C[C@@H](c3ccccc3C)N3CCC[C@@]23C1=O,-2%,-7%,-1%,-6%,8%,?,1%,-9%,-4%
CCOC(=O)C1CCCN(C(=O)c2ccc3sccc3c2)CC1 (stereo not given),?,12%,.,0%,2%,3%,-13%,2%,14%
O=c1oc2ccccc2c(O)c1Sc1c(O)c2ccccc2oc1=O,12%,-6%,22%,15%,6%,-22%,-12%,?,?
CC(=O)N1CCN(C(=O)c2cccc(S(=O)(=O)NCc3ccccc3)c2)CC1,2%,0%,-2%,2%,13%,1%,1%,-2%,-2%
COc1ccc2c3c([nH]c2c1)[C@H]1C[C@H]2[C@H](C[C@@H](O)[C@H](OC)[C@H]2C(=O)O)CN1CC3,1%,9%,?,20%,?,-43%,3%,?,?
Cc1nnc(N/N=C/c2cc([N+](=O)[O-])c(N3CCC(C)CC3)cc2N2CCC(C)CC2)n1N,23µM*,-4%,?,?,-26%,-39%,?,-18%,-5%
CCCN(CCC)CCNC(=O)C1CCCN(S(=O)(=O)c2cccc3nsnc23)C1 (stereo not given),1%,1%,.,19%,-1%,9%,-4%,.,.
Cc1cc2nc(-c3ccc(Cl)cc3)c(CC(C)(C)C)n2c(C)c1Br,-24%,-5%,.,12%,-4%,?,4%,-26%,-23%
Cc1ccccc1NC(=O)C1CCN(S(=O)(=O)c2cccc3nonc23)CC1,-25%&16%,5%&1%,-2%,-12%&13%,1%&2%,2%&5%,-9%&5%,-6%,11%
COCCNC(=O)C1CCCN(C(=O)c2cc(-c3cccs3)oc2C)CC1 (stereo not given),4%,-2%,.,14%,0%,3%,-8%,11%,10%
CC(=O)N1CCN(c2nc3c(C)ccc(Cl)c3s2)CC1,-11%,.,.,?,6%,3%,-7%,.,.
COc1ccccc1N(CC(=O)NCCSCc1ccccc1)S(C)(=O)=O,3%&7%,3%&-1%,0%,19%&4%,7%&23%,-2%&-1%,-14%&-1%,20%,3%
O=C(Nc1cccn2ncnc12)c1cccc(C(F)(F)F)c1,5%,15%,-11%,7%,16%,2%,-1%,2%,2%
Cc1ccc(OCC(=O)N/N=C/c2cccn2C)cc1,2%,2%,2%,12%,-12%,-21%,-1%,13%,9%
O=c1[nH]c(SCc2c(F)cccc2Cl)nc2c1CCCC2,9%,.,.,18%,-22%,18%,5%,.,.
COc1ccc(N2CCN(C(=O)c3cccc(N4C(=O)C5C6C=CC(C6)C5C4=O)c3)CC2)cc1 (stereo not given),-3%,1%,-9%,12%,0%,16%,-16%,3%,2%
O=C(COc1ccc(/C=N/NS(=O)(=O)c2ccccc2)cc1)NCc1ccccc1,8%,-8%,-1%,5%,-3%,-9%,-19%,2%,0%
O=C(CSc1cccc[n+]1[O-])CSc1cccc[n+]1[O-],?,1%,6.5µM*,3.5µM*,1%,?,?,0.52µM*,1µM*
Cc1cc(OC(=O)N2CCOCC2)cc(C)c1Cl,-7%,9%,-1%,-21%,6%,?,-24%,-1%,-7%
O=C(CSc1nc(-c2ccccc2)c(-c2ccccc2)o1)NC1CCS(=O)(=O)C1 (stereo not given),0%,8%,-3%,-7%[9.22 µM],-9%,-6%[7.66 µM],5%[7.66 µM],?,-12%

In another format: results already given.
Values run as follows: KB-V1 MDR tox | GLP-1R agonist | SW480 rereplic | TDP-43 yeast inh | KB-3-1 tox | GLP1R inv ag | GLP1R cytotox | HT1080 IDH1KD tx | HT1080-NT tox
CC(=O)N1CCN(C(=O)c2cccc(S(=O)(=O)NCc3ccccc3)c2)CC1
    2% | 0% | -2% | 2% | 13% | 1% | 1% | -2% | -2%
COc1ccc2c3c([nH]c2c1)[C@H]1C[C@H]2[C@H](C[C@@H](O)[C@H](OC)[C@H]2C(=O)O)CN1CC3
    1% | 9% | ? | 20% | ? | -43% | 3% | ? | ?
Cc1nnc(N/N=C/c2cc([N+](=O)[O-])c(N3CCC(C)CC3)cc2N2CCC(C)CC2)n1N
    23µM* | -4% | ? | ? | -26% | -39% | ? | -18% | -5%
CCCN(CCC)CCNC(=O)C1CCCN(S(=O)(=O)c2cccc3nsnc23)C1 (stereo not given)
    1% | 1% | . | 19% | -1% | 9% | -4% | . | .
Cc1cc2nc(-c3ccc(Cl)cc3)c(CC(C)(C)C)n2c(C)c1Br
    -24% | -5% | . | 12% | -4% | ? | 4% | -26% | -23%

The list goes on:
Molecule,KB-V1 MDR tox,GLP-1R agonist,SW480 rereplic,TDP-43 yeast inh,KB-3-1 tox,GLP1R inv ag,GLP1R cytotox,HT1080 IDH1KD tx,HT1080-NT tox
COc1ccc(CC(=O)NCc2nnc(SCC(=O)N3CCN(c4ccccc4)CC3)n2C)cc1,5%,-14%,-1%,0%,0%,-15%,0%,6%,8%
OCCC1CN(Cc2ccon2)CCN1Cc1ccc(F)c(F)c1 (stereo not given),-3%,-3%,1%,0%,2%,0%,-4%,6%,2%
CCSc1sc(CC)cc1C=O,5%,0%,0%,9%,-1%,27%,5%,12%,21%
O=C1c2cccnc2C(Nc2ccccc2)N1Cc1ccco1 (stereo not given),-30%,-3%,0%,0%,3%,0%,7%,-7%,-1%
Cc1cccc(-n2cnc3cc(C(=O)N4CCCCC4)ccc32)c1,?,27%,1%,.,1%,-12%,-4%,1%,2%
Cn1nnnc1SCC(=O)N1CCN(Cc2ccccc2)CC1,1%,1%,0%,0%,-12%,52%[activator],12%,-5%,12%
CCOCCCn1c(SCC(=O)Nc2cc(C)ccc2C)nc2c(oc3ccccc32)c1=O,0%,.,.,6%,-1%,0%,-1%,.,.
O=C(Nc1ccccc1O)c1nc(Cl)ccc1Cl,6%,19%,5%,-9%[9.22 µM],6%,0%,-8%,-16%,-14%
O=C(NCCc1c[nH]c2ccccc12)Nc1ccccc1,13%,2%,-17%,10%,1%,0%,1%,14%,12%
Cc1cc(C)c2c(=O)n3c(nc2c1)C(Cc1ccccc1)NC(=O)c1cccnc1-3 (stereo not given),10%,14%,.,29%,-13%,-17%,-15%,?,-27%
O=C(NCc1ccc(F)cc1)c1cc(C2CCCCN2S(=O)(=O)Cc2ccccc2)on1 (stereo not given),-3%,1%,.,17%,-1%,-29%,3%,-5%,-2%
COc1ccc(OC)c(-c2cnc(OC(C)(C)C)nc2OC(C)(C)C)c1,?,5%,?,6%,?,?,?,13µM*,?
CCCC(=O)NCc1cc(-c2nn(C)c(=O)c3ccccc23)ccc1OC,-23%,8%,5%,10%,-7%,23%,5%,0%,-2%
Cc1c(Cl)cccc1NC(=O)CSC(N)=O,0%,-4%,?,17%,3%,-14%,-14%,8%,0%
CCO[C@@H]1OC(C(=O)NCc2ccccc2)=C[C@H](c2cn(C(C)=O)c3ccccc23)[C@H]1CCCO,4%,8%,0%,-6%,-15%,-24%,-20%,-6%,-2%
COc1ccc(Oc2ccccc2C=O)cc1,-30%,6%,?,4%,-21%,?,-25%,-27%,-26%
COC(=O)c1ccsc1NC(=O)CCc1ccccc1,?,4%,6%,?,10%,-4%,-16%,16%,8%
CCc1ccc(OC(C)C(=O)Nc2ccccc2C(=O)N2CCOCC2)cc1 (stereo not given),-11%,5%,-3%,-13%,-3%,0%,9%,-6%,-15%
O=C(C1=C[C@@H](C2CCCCC2)C[C@@H](OCCCCO)O1)N1CCOCC1,24%,6%,-42%[inhibitor][9.22 µM],14%,15%,7%,-7%,11%,0%
Cc1c(NC(=O)COc2ccc(C(C)C)cc2)c(=O)n(-c2ccccc2)n1C,.,-4%,2%,10%,.,-17%,4%,0%,0%
CCNc1oc(-c2ccccc2F)nc1S(=O)(=O)c1ccccc1,?,13%,1%,8%,-13%,-19%,15%,-5%,-1%
O=C(NCC1CCCO1)C(c1cccs1)N(C(=O)Cn1nnc(-c2cccs2)n1)C1CCCC1 (stereo not given),-4%,2%,11%,4%,-5%,-23%,0%,-5%,-2%
COc1ccc(Cl)cc1S(=O)(=O)Nc1cccc(-c2ccc(N3CCCC3)nn2)c1,2%,.,.,15%,9%,-3%,-12%,.,.
COc1ccc(S(=O)(=O)NCCc2ccco2)cc1OC,-5%,-2%,-10%,1%,4%,10%,-4%,0%,-6%
CCC(Oc1ccccc1)C(=O)Nc1ccccc1N1CCCCC1 (stereo not given),-12%,-3%,-1%,1%,-19%,?,-14%,-15%,-22%
Cc1cc(C)nc(N/N=C/C=C/c2ccccc2)n1,-17%,-6%,?,?,5%,?,11µM*,10%,19%
COc1ccc(C(=O)Nc2ccc(OCc3cc(=O)n4ccsc4n3)cc2)cc1OC,?,0%,.,11%,1%,4%,4%,.,.
CC1(C2CC2)NC(=O)N(CC(=O)N2CCN(c3ccc(F)cc3)CC2)C1=O (stereo not given),20%,5%,-2%,-10%,-2%,-2%,-1%,12%,5%

SW480 rereplic: entries above that show a hit.
SMILES	GLP-1R agonist	SW480 rereplic
O=C(CSc1cccc[n+]1[O-])CSc1cccc[n+]1[O-]	1%	6.5µM*

High-throughput results from PubChem BioAssay.
